Screening results: PubChem, several laboratories
AHR activator – activators of human aryl hydrocarbon receptor; P35869; AHR-responsive luciferase reporter cells, luminescence; activation, % at 5 µM; 320,000 compounds, 2.5% hits; in the data active means activation above about 47%;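 further: 0% = vehicle wells and 100% = reference agonist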
Target sequence (P35869 whole entry, looked up): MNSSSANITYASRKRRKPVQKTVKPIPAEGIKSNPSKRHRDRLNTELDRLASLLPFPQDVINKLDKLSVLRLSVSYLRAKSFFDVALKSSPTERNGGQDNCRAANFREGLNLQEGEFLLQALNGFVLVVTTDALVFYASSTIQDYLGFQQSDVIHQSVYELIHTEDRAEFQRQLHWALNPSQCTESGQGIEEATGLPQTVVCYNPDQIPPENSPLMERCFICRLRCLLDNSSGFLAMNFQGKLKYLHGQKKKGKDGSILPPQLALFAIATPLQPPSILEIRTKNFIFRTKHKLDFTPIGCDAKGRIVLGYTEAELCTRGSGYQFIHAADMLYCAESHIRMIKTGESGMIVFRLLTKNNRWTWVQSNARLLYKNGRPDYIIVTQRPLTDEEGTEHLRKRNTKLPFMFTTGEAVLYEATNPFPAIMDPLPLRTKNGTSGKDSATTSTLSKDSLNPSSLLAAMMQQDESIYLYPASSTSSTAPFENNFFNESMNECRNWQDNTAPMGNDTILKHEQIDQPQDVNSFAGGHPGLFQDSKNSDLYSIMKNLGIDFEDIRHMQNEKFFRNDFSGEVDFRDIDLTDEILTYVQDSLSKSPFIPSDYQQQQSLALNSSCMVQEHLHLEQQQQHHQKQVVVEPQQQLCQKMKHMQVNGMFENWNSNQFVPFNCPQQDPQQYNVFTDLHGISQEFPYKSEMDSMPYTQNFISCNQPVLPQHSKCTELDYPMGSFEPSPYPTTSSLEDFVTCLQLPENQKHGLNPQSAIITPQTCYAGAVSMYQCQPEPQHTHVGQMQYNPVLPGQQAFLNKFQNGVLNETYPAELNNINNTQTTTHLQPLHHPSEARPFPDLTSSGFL
CIT2 TOR yeast – alters CIT2-GFP fluorescence in TOR pathway yeast screen; S. cerevisiae CIT2-GFP strain, flow cytometry, 3 h; 100 means same as DMSO wells; AID 2029; GFP response vs DMSO, % at 10 µM; 320,000 compounds, 0.065% hits;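 active means GFP response relative to DMSO above a set limit, near the screen mean plus 3 SD, cut at about 150% in these data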;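 further: ratio of well median GFP fluorescence to mean of DMSO wells on the plate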
proCasp3 act – activators of human procaspase-3; recombinant procaspase-3 D3A, Ac-DEVD-pNA absorbance 405 nm; P42574; AID 463141; activation, % at 8.5 µM; 330,000 compounds, 0.11% hits;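 active means activation above the mean of all tested compounds plus 3 SD, cut at about 21% in these data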;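 further: 0% = DMSO alone and 100% = DMSO wells spiked with extra 5 µM PC-3 D3A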
Target sequence (P42574 whole entry D9A/D28A/D175A): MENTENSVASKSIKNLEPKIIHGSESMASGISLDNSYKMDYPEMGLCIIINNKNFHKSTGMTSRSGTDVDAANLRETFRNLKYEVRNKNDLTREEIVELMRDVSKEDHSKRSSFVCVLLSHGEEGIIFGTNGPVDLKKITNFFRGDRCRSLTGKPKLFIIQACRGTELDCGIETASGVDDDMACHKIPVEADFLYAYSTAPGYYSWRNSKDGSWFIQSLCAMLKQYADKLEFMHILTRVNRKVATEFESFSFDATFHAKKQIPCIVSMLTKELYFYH
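Assay system – Procaspase-3 D3A mutant · Benchmarks – DMSO low control, extra-enzyme high control · Technique – 405 nm absorbance of p-nitroaniline, reads at 0 and 120 min · Doses – 8.5 µM nominal · Measure – % activation between DMSO and enzyme-spiked controls · Also added – Ac-DEVD-pNA chromogenic peptide substrate · Schedule – 1 h compound preincubation, 2 h substrate hydrolysis at 25 °C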
RPL19A TOR yeast – alters RPL19A-GFP fluorescence in TOR pathway yeast screen | S. cerevisiae RPL19A-GFP strain, flow cytometry, 3 h; active compounds read low | percent response vs DMSO, % at 10 µM | 330,000 compounds, 0.3% hits;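 active means percent response vs DMSO below 50%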;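 further: median channel GFP fluorescence of the barcoded RPL19A-GFP strain; ratio of sample median GFP to plate DMSO average so 100% = DMSO; lower means less RPL19A-GFP as with rapamycin TOR inhibition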
procasp7 counter – activates human procaspase-7, counter-screen for procaspase-3 activators | P55210 | recombinant procaspase-7, Ac-DEVD-pNA absorbance 405 nm; D23A/D198A/D206A triple mutant, cannot self-cleave; scale: DMSO 0, 5 µM enzyme 100 | activation, % at 8.5 µM | 330,000 compounds, 0.093% hits | AID 463210;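 active means percent activation above the screen-wide mean plus 3 SD, cut at about 25% in these data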
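Test system: Procaspase-7 triple mutant (PC-7 D3A). Also added: Ac-DEVD-pNA substrate, 400 µM as added. Schedule: 1 h enzyme–compound preincubation and 2 h substrate reaction, both 25 °C. Signal: p-Nitroaniline absorbance at 405 nm, read at 0 and 120 min. Control set: low DMSO alone, high DMSO plus 5 µM PC-7.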
LAP4-GFP MLPCN – modulators of TOR pathway LAP4-GFP in S. cerevisiae. S. cerevisiae LAP4-GFP multiplex, flow cytometry GFP, 3 h; median GFP as percent of DMSO wells. GFP response vs DMSO, % at 10 µM. 320,000 compounds, 0.34% hits. AID 2023;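 active means GFP response vs DMSO above a set limit, about the screen mean plus 3 SD, cut at about 150% in these data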
MEP2 TOR yeast – yeast TOR pathway MEP2-GFP modulation; S. cerevisiae MEP2-GFP strain, flow cytometry GFP, 3 h; 100% = DMSO control level; GFP response vs DMSO, % at 10 µM; 330,000 compounds, 0.51% hits;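 active means GFP response versus DMSO above a set limit, roughly screen mean plus 3 SD, cut at about 180% in these data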;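 further: median GFP fluorescence of the barcode-gated MEP2-GFP cells per well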
AGP1-GFP MLPCN – modulators of TOR pathway AGP1-GFP in S. cerevisiae | S. cerevisiae AGP1-GFP multiplex flow cytometry, 3 h; GFP as percent of DMSO wells | 320,000 compounds, 0.02% hits | AID 2066 | GFP response vs DMSO, % at 10 µM;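 active means GFP response relative to DMSO above a set limit, near screen average plus 3 SD, cut at about 150% in these data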;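 further: median GFP channel fluorescence of the gated AGP1 strain per well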
Starred values were filed as active, the others as inactive; · = no result given.

SMILES	AHR activator	CIT2 TOR yeast	proCasp3 act	RPL19A TOR yeast	procasp7 counter	LAP4-GFP MLPCN	MEP2 TOR yeast	AGP1-GFP MLPCN
Cc1cc(C)c2nc(N(CCN(C)C)C(=O)/C=C/c3cccs3)sc2c1	8	100	-12	104	-32	100	110	107
Clc1ccc(Sc2cnc3ccccc3n2)cc1	-1	102	-2	102	2	111	109	100
COc1ccccc1CNC(=O)Cn1c(=O)c2cccn2c2cccnc21	25	94	0	103	-4	97	90	101
CCOC(=O)C1(Cc2cccc(Cl)c2)CCCN(C(=O)c2occc2C)C1 (stereo not drawn)	1	103	-4	103	4	119	105	114
CCn1c(SCC(=O)N/N=C/c2ccccc2OCC(=O)O)nnc1-c1ccccc1	-1	93	4	92	-1	88	96	102
COCC1CCCN(Cc2nc(Cc3ccccc3)no2)C1 (stereo not drawn)	1	89	-9	99	9	105	94	98
CC(=O)N(C)C(c1ccc(N(C)C)cc1)c1nnnn1-c1c(C)cccc1C (stereo not drawn)	-1	109	-1	108	2	85	105	101
CCc1c(C(=O)NNC(=O)Nc2ccc3c(c2)OCO3)csc1C	·	111	·	124	·	82	105	109
Cc1ccc(-c2csc(NC(=O)Cc3ccc(F)cc3)n2)o1	5	103	-17	99	-18	108	100	103
CCC(C(=O)OC)n1cnc2scc(-c3ccc(C)c(C)c3)c2c1=O (stereo not drawn)	0	113	0	109	2	97	107	103
CCN(CC)CCCN1C(=O)c2oc3ccccc3c(=O)c2C1c1cccc(OC)c1OC (stereo not drawn)	3	·	-4	106	-42	101	108	104
CCN(CC)S(=O)(=O)c1cc(C)ccc1SC	2	103	-17	104	-2	105	103	102
Cn1c(CNC(=O)c2ccc3c(c2)OCO3)nnc1SCC(=O)Nc1ccccc1F	0	98	2	101	5	101	99	98
Cc1ccc(S(=O)(=O)Nc2c(C)n(C)n(-c3ccccc3)c2=O)c(C)c1	1	103	-2	107	-6	102	114	101
O=C1CCC/C1=C/Nc1ccc(Cl)cc1	31	98	-12	104	-7	100	96	98
CCCC(=O)Nc1cccc(S(=O)(=O)N(C)c2ccccc2)c1	7	70	-2	103	5	105	128	22
Cc1ccc(S(=O)(=O)N2CCCOC2CNC(=O)C(=O)NCc2ccc3c(c2)OCO3)cc1 (stereo not drawn)	-1	100	-8	103	-2	76	104	85
Cc1cccc(/C=N/NC(=O)CN2CCCCCCC2)c1	8	95	9	100	-1	89	97	95
Cc1cc(C)c(S(=O)(=O)c2cccc(Br)c2C)c(Cl)n1	·	83	·	99	·	95	99	84
CCCCNC(=S)Nc1cc(S(=O)(=O)N2CCCCC2)ccc1C	7	77	-2	102	1	93	93	109
CCCCNC(=O)CNC(=S)N(Cc1ccccc1F)C1CCCCC1	-1	100	8	101	8	106	96	106
CCO[C@H]1OC(C(=O)N2CCN(Cc3ccccc3)CC2)=C[C@@H](C)[C@@H]1CCCO	2	102	0	96	0	95	100	104
CC(C)(C)C(=O)NC1=NCCS1	-2	104	0	94	6	96	102	96
COc1ccc(-n2nnnc2SCC(=O)NCCc2ccc(OC)c(OC)c2)cc1	-1	·	-2	102	1	98	101	109
Cn1cc(CC(=O)NCCCN2CCCC2)c2ccccc21	-1	105	8	103	5	96	95	104
The listing continues.
SMILES	AHR activator	CIT2 TOR yeast	proCasp3 act	RPL19A TOR yeast	procasp7 counter	LAP4-GFP MLPCN	MEP2 TOR yeast	AGP1-GFP MLPCN
O=[N+]([O-])c1cccc(S(=O)(=O)N2CCCCCC2)c1	-1	91	2	99	-2	98	99	94
O=CNc1ccc(S(=O)(=O)NCc2ccccc2)cc1	1	104	12	90	6	88	97	94
COc1ccccc1NC(=O)c1cc(C(=O)Nc2ccccc2OC)cc([N+](=O)[O-])c1	8	100	-1	105	12	95	110	99
Cc1nn(CC(=O)NCc2ccccn2)c(C)c1[N+](=O)[O-]	1	113	-16	103	4	106	101	107
O=C(N/N=C\c1cc2c(cc1Cl)OCO2)c1cccs1	78*	104	3	90	-9	97	99	100
CC(C)C(O)(C#CCN1CCCCC1)C(C)C	2	93	1	102	-2	89	95	93
O=S(=O)(c1ccc2c(c1)nc1n2CCC1)N1CCOCC1	-1	93	-1	88	7	91	94	89
CCC(=O)Nc1ccc(C(=O)Cn2ncc(Cl)c(Cl)c2=O)cc1	3	96	-3	93	-2	98	102	97
CCCn1c(SCC(=O)OCc2ccccc2)nc2c1c(=O)n(C)c(=O)n2C	10	99	-1	100	-2	93	93	104
CSc1nsc(SCC(=O)Nc2ccc(F)cc2F)n1	0	97	9	108	6	109	111	105
Cc1cccc(NC(=O)c2cccc(S(=O)(=O)N(C)c3ccccc3)c2)n1	3	90	-4	97	6	104	101	97
COc1ccc(CNc2nc(NCc3ccc(OC)cc3)c3[nH]cnc3n2)cc1	21	93	-4	96	0	119	100	88
CC1CCC2(CC1)NC(=O)N(NC(=O)CCl)C2=O (stereo not drawn)	0	107	2	103	5	104	111	110
COc1ccccc1NC(=S)NC1CCCCCCCCCCC1	0	92	-11	99	4	105	105	101
COc1ccc(C2Nc3ccccc3C(=O)N2NC(=O)c2ccccc2)cc1OC (stereo not drawn)	1	98	5	92	7	120	97	108
COc1cccc(C(=O)NC2CCCc3ccccc32)c1 (stereo not drawn)	23	96	-7	101	7	92	106	98
N/C(Cc1cccc2ccccc12)=N\OC(=O)c1ccccc1F	·	97	·	115	·	70	100	93
CCOc1ccccc1N(CC(=O)NCc1ccc(OC)cc1)S(C)(=O)=O	0	101	-1	101	1	97	110	104
COc1ccc(N(CC(=O)Nc2cc(C)on2)S(=O)(=O)c2cc(C)ccc2C)cc1	0	99	-4	99	-1	102	96	105
Cc1ccc(Cl)cc1NC(=O)NCCN1CCCCC1	-2	98	5	104	-2	93	105	103
CCOC(=O)CCCNC(=O)CN1C(=O)NC(c2ccccc2)(c2ccccc2)C1=O	1	98	-5	102	-10	94	101	96
COc1ccccc1OCc1nnc(SCC(=O)NCc2ccco2)n1-c1ccccc1	3	108	-8	95	4	95	98	102
CCOC(=O)C1=C(C)N=C2c3ccccc3C(=O)C2C1c1ccccc1 (stereo not drawn)	8	100	2	96	-2	93	102	103
COc1ccc(CC(=O)N(C)Cc2cccc(F)c2)cc1S(=O)(=O)N1CCOCC1	5	97	6	100	10	113	103	112
CCCNC(=O)N1CCC(C(=O)c2ccc(Cl)cc2)CC1	-1	98	4	104	6	99	100	108

The last five entries of the section above are carried over, then new ones follow:
SMILES	AHR activator	CIT2 TOR yeast	proCasp3 act	RPL19A TOR yeast	procasp7 counter	LAP4-GFP MLPCN	MEP2 TOR yeast	AGP1-GFP MLPCN
CCOC(=O)CCCNC(=O)CN1C(=O)NC(c2ccccc2)(c2ccccc2)C1=O	1	98	-5	102	-10	94	101	96
COc1ccccc1OCc1nnc(SCC(=O)NCc2ccco2)n1-c1ccccc1	3	108	-8	95	4	95	98	102
CCOC(=O)C1=C(C)N=C2c3ccccc3C(=O)C2C1c1ccccc1 (stereo not drawn)	8	100	2	96	-2	93	102	103
COc1ccc(CC(=O)N(C)Cc2cccc(F)c2)cc1S(=O)(=O)N1CCOCC1	5	97	6	100	10	113	103	112
CCCNC(=O)N1CCC(C(=O)c2ccc(Cl)cc2)CC1	-1	98	4	104	6	99	100	108
CCCCc1nc(N2CCN(C(=O)c3ccco3)CC2)c(C#N)c2c1CCCC2	1	106	2	105	-9	91	107	108
CCN(CC)S(=O)(=O)c1ccc(N2CCOCC2)c(NC(=O)CCOc2ccccc2)c1	1	96	2	97	9	103	102	97
COc1ccccc1C(=O)NC(=O)COC(=O)C1CCC1	-1	97	-5	94	14	111	101	105
COCCCn1c2nc3ccccc3nc2c2c(=O)n(Cc3cccs3)cnc21	-2	108	11	101	0	105	106	106
Cc1ccc(C(=O)NC(=S)N(C)Cc2ccccc2)cc1	9	91	-1	93	-3	121	100	102
CC(=O)c1c(C)[nH]c(C(=O)NNC(=O)c2ccc(Br)cc2)c1C	2	96	1	98	7	96	100	92
CCOc1ccc(C(=O)Nc2ccc(CN3CCOCC3)cc2)cc1Br	·	101	·	100	·	98	111	99
N/N=C/C(=N\Nc1ccc(Cl)cc1)C(=O)c1ccncc1	39	97	-2	106	0	115	107	99
Cc1ccc(N(C(=O)c2ccncc2)C2C=CS(=O)(=O)C2)cc1 (stereo not drawn)	-2	109	8	100	5	97	117	102
O=C(NCC1COc2ccccc2O1)c1ccc(Br)s1 (stereo not drawn)	8	88	-13	97	17	106	96	90
O=C(c1ccc(N2CCN(C3CC(=O)N(c4ccc(F)cc4)C3=O)CC2)cc1)c1cccnc1 (stereo not drawn)	3	105	4	·	-4	95	99	97
COc1ccc(CN(C)C[C@H]2Oc3c(NC(=O)Nc4ccccc4)cccc3C(=O)N([C@H](C)CO)C[C@@H]2C)cc1	5	96	2	94	-7	102	97	102
O=C(O)c1cccc(O)c1O	-4	82	3	106	-3	107	100	87
COC(=O)c1ccc(NCCC(=O)O)cc1	2	96	-4	99	-4	90	95	92
CCC(CO)NCc1ccccc1OC(C)C (stereo not drawn)	3	97	1	96	5	109	93	102
C=CCOc1cccc(C2/C(=C(/O)c3ccc(Cl)cc3)C(=O)C(=O)N2CCN2CCOCC2)c1 (stereo not drawn)	-1	92	0	100	-9	117	103	107
COc1cc(NC(=S)NN2CCN(C)CC2)cc(OC)c1OC	0	97	3	102	-4	111	103	100
O=C(CSc1ncccn1)N/N=C/c1ccccc1[N+](=O)[O-]	4	101	5	96	-2	101	106	98
CC(C)OP(=O)(c1ccc(N(C)C)cc1)C(O)c1ccc(N(C)C)cc1 (stereo not drawn)	0	94	-1	98	-10	99	105	99
Cc1ccc(NC(=O)CCNC(=O)c2ccco2)cc1	23	97	0	104	9	110	105	103
CN1C(=O)C2(OCC(C)([N+](=O)[O-])CO2)c2ccccc21 (stereo not drawn)	1	100	16	104	-9	101	109	116
O=C(O)c1nn(-c2ccc(Cl)cc2)ccc1=O	0	112	2	103	-4	102	116	105
CCC(=O)c1ccc(OC(C)C(=O)NC2(C#N)CCCCC2)cc1 (stereo not drawn)	-1	113	3	105	1	97	111	107
CC(C)(C)c1ccc(/C=C2\Oc3c(ccc(O)c3CN3CCN(CCO)CC3)C2=O)cc1	5	99	-3	117	-5	99	103	85
CCOc1ccc(S(=O)(=O)Nc2cccc(C(=O)N3CCN(c4ccc(OC)cc4)CC3)c2)cc1	2	92	-17	102	-12	102	98	103
CCN(CC)CCN1C(=O)C(=O)/C(=C(/O)c2c(C)[nH]c(C(=O)OC)c2C)C1c1cccs1 (stereo not drawn)	0	108	8	105	-13	107	108	107
C=CCNC(=O)COC(=O)c1cccnc1Nc1ccccc1F	15	95	-4	100	1	105	101	99
COc1ccc(CSc2n[nH]c(C)n2)cc1[N+](=O)[O-]	3	105	10	105	5	95	112	97
Cc1cc(OCc2cc(C(=O)N(C)CCCN3CCOCC3)no2)cc(C)c1Cl	5	95	0	98	6	102	103	104

2 records drawn at random from those above, as already listed:
SMILES	AHR activator	CIT2 TOR yeast	proCasp3 act	RPL19A TOR yeast	procasp7 counter	LAP4-GFP MLPCN	MEP2 TOR yeast	AGP1-GFP MLPCN
Clc1ccc(Sc2cnc3ccccc3n2)cc1	-1	102	-2	102	2	111	109	100
O=[N+]([O-])c1cccc(S(=O)(=O)N2CCCCCC2)c1	-1	91	2	99	-2	98	99	94
